DAX1 inh-1: inhibitors of human orphan nuclear receptor DAX1 (NR0B1); HEK293 Gal4-DAX1 luciferase reporter, luminescence; inhibition, % at 6.75 µM; hit rate 0.99% among 340,000; AID 504766; P51843;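 active = inhibition above the mean over all tested compounds plus 3 SD, cut at about 4.2% in these data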;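 note: 0% = DAX1-transfected cells with DMSO and 100% = empty-vector control cells with DMSO; inhibition shows as a rise in luminescence from relieved DAX1 repression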
Target sequence (P51843 207-470 limits assumed): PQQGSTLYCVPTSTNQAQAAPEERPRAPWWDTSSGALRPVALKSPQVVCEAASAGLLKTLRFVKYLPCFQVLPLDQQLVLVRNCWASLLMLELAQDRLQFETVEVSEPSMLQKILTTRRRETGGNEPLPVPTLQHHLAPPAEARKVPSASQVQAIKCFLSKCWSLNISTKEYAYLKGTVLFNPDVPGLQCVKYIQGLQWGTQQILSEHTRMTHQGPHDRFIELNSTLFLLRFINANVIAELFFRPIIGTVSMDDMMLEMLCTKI
Rev-erbA mod: Rev-erb alpha (human) modulation | P20393 | Rev-erbα–FITC-DNA binding, fluorescence polarization, 90 min | hit rate 0.79% among 370,000 | AID 1259318 | activity, % at 10 µM;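 active = activity above about 14%, limit read from the data; passing the limit was not always enough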;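 note: 0% = DMSO wells with 35 nM protein and 100% = DMSO wells with 750 nM protein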
ssDAF-12 act: S. stercoralis DAF-12 activation, primary screen. HEK293 ssDAF-12/GRIP1 lit1-tk-luc reporter, luminescence; % of 3 µM dafachronic acid response. activation, % at 6.8 µM. hit rate 1% among 370,000. AID 652126;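 active = activation above the mean over all tested compounds plus 3 SD, cut at about 0.9% in these data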;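 note: 0% = DMSO-only wells and 100% = 3 µM delta7-dafachronic acid wells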
DAX1 inh-2: blocks DAX1 repression of SF-1 activated StAR promoter; HEK293T StAR-luciferase reporter, SF-1/DAX-1 repression relief; inhibition, % at 6.8 µM; hit rate 1.1% among 370,000; AID 652010;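 active = inhibition above the mean over all tested compounds plus 3 SD, cut at about 3.6% in these data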;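 note: 0% = DAX-1 cells with DMSO and 100% = cells lacking DAX-1 with DMSO; higher inhibition means more luminescence from relief of DAX-1 repression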
MBD2 inh: inhibitors of human MBD2 binding to methylated oligonucleotide; Q9UBB5; TR-FRET; inhibition, % at 4.4 µM; hit rate 0.31% among 370,000; in the data active = inhibition above about 13%
PLCb3 inh: blocks human PLC-beta3 enzyme activity; Q01970; Purified PLC-beta3, fluorogenic substrate, fluorescence; inhibition, % at 12.2 µM; hit rate 0.18% among 370,000; AID 720704; in the data active = inhibition above about 11%;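 note: 0% = median of compound wells on plate and 100% = full blocker control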
hcDAF-12 act: activates DAF-12 receptor from parasite H. contortus | HEK293 hcDAF-12 lit1-tk-luc reporter, luminescence; 0% DMSO, 100% Δ7-dafachronic acid | activation, % at 6.8 µM | hit rate 1.4% among 370,000;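 active = activation above the mean of all tested compounds plus 3 SD, cut at about 5.5% in these data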;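 note: 100% = response to 3 µM Δ7-dafachronic acid high control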
hgDAF12 agonist: activates the H. glycines DAF-12 receptor ligand-binding domain. activation, % at 6.8 µM. AID 687014. HEK293 GAL4-hgDAF12 UAS-luciferase reporter, agonist luminescence; normalized to butyrate control. hit rate 1.8% among 370,000;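 active = activation above a cutoff set at the mean of all screened compounds plus 3 SD, cut at about 10% in these data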;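 note: 0% = DMSO wells and 100% = sodium butyrate wells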
PLC-gamma1 inh: blocks human PLC-gamma1 enzyme activity; purified PLC-gamma1, fluorogenic substrate, fluorescence; inhibition, % at 12.2 µM; hit rate 0.84% among 370,000; in the data active = inhibition above about 9.5%
ADAM17 inh: ADAM17 inhibition, QFRET primary screen | P78536 | recombinant ADAM17, EDANS/DABCYL FRET peptide cleavage | inhibition, % at 6.95 µM | hit rate 0.83% among 370,000;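 active = inhibition above the mean of compounds lying between control limits plus 3 SD, set per campaign, cut at about 8.5% in these data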;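 note: 0% = DMSO-only wells as the low control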
Target sequence (P78536 215-824 limits assumed): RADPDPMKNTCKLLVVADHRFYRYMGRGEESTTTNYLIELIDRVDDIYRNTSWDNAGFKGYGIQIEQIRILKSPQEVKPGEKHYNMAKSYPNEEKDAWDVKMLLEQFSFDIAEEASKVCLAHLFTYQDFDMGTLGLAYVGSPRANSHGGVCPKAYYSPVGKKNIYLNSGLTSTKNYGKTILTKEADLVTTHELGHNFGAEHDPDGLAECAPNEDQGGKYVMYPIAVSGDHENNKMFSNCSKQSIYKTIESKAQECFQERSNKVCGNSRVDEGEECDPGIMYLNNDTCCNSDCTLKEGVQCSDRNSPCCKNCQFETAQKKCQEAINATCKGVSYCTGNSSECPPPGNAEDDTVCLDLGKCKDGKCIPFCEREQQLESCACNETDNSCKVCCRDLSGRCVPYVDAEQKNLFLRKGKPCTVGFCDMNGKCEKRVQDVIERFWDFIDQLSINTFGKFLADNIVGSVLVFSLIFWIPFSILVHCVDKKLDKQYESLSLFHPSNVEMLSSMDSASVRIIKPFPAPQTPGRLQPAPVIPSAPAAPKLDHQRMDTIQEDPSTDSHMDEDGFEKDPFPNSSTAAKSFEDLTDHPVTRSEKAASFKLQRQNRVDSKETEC
SMARCA2 activ: SMARCA2 function activation, primary screen. activation, % at 9.1 µM. hit rate 1% among 370,000. AID 652017. MG213 cells, MMTV-luciferase reporter, dexamethasone, overnight; in the data active = activation above about 7.8%;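 note: 0% = vehicle wells and 100% = reference activator wells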
The depositor's hits bear a star; / = no result given.

SMILES	DAX1 inh-1	Rev-erbA mod	ssDAF-12 act	DAX1 inh-2	MBD2 inh	PLCb3 inh	hcDAF-12 act	hgDAF12 agonist	PLC-gamma1 inh	ADAM17 inh	SMARCA2 activ
CC(C)(C)C(=O)Oc1cc(N)n(S(=O)(=O)c2ccccc2)n1	0.6	1	-0.6	-0.7	2	-3	-1.4	-2.1	5	-3	2
Cc1cc(N2CCCC2)nc2ccc(NC(=S)NCCCOC(C)C)cc12	-0.5	0	-1.2	0.4	7	-218	0.8	-0.5	-215	-195	1
COc1ccc(CCNC(=O)c2nnn(CC(=O)Nc3ccccc3C)c2N)cc1OC	-0.5	5	-1.2	0.0	-6	2	-2.9	-0.1	-1	-1	0
CN(C)S(=O)(=O)c1cc(NC(=O)C2=COCCO2)ccc1Cl	0.7	-7	-0.5	-1.2	4	-3	-0.6	0.8	2	3	-3
COc1ccccc1OCC(=O)NNC(=O)CCCC(=O)NNC(=O)COc1ccccc1OC	1.2	-4	-0.8	0.2	-1	2	0.7	0.0	1	0	-1
COc1ccc(CNC(=O)CN2C(=O)COc3ccc(S(=O)(=O)N4CCCCC4)cc32)cc1	0.0	-2	-1.0	0.4	-1	-7	0.2	1.2	1	-2	-1
Cc1cc(C)n(CC(C)NCc2c(C(=O)N3CCOCC3)nc3c(C)cccn23)n1 (centres undefined)	0.7	-6	-0.9	-0.4	1	-7	-2.4	2.2	2	-5	-3
CC(C)C[C@H](NC1(C(=O)NC2CCCCC2)CCCCC1)C(=O)NCCc1c[nH]c2ccccc12	/	5	-0.8	/	1	-1	2.9	-5.0	0	-1	/
CCOc1c(C)cnc2c1c(=O)n(Cc1ccc(Cl)cc1)c(=O)n2C	0.6	-2	-1.2	0.7	0	2	-0.5	-0.6	2	-1	2
CCCCOCC1CC(CC#CCN2CCCCC2)C(=O)O1 (centres undefined)	-0.1	-4	-1.8	0.7	1	3	-0.2	0.4	1	-2	4
Cc1cccc(C(=O)O[C@@H]2[C@H](Cc3ccccc3)NS(=O)(=O)[C@H]3C[C@@H]4C=C[C@]23O4)c1	-1.0	-4	-1.3	-0.3	-5	4	-0.4	-1.5	3	5	0
O=C(Nc1ccc(Cl)cc1)Nc1ccc(Br)cn1	0.0	-2	-1.2	-0.2	3	1	-1.5	3.5	2	-4	-1
COCCc1ccc(OC2(C)CCN(Cc3cccc(OC)c3OC)C2)cc1 (centres undefined)	/	-1	-1.4	-0.7	-1	3	-0.4	1.8	1	-2	-1
COc1ccc(Cl)cc1NC(=O)c1cc(-c2ccc(C)cc2O)n[nH]1	0.8	-2	-1.7	-0.3	6	-11	-1.5	-1.1	1	-5	-4
COc1ccc(NC(=O)N2CCC(Cc3ccccc3)CC2)cc1	0.3	7	-1.1	0.2	2	3	-2.1	1.2	-2	3	0
COc1cc(C(=O)O/N=C2/C=CC(=O)C(C)=C2C)cc(OC)c1OC	-0.1	4	-1.2	-1.1	-6	-1	-0.2	-4.3	0	-6	-1
COC(=O)c1sc(-c2cccs2)cc1N	1.9	-3	-0.8	0.8	1	-60	0.2	3.6	-40	-27	2
NC(c1csc(Nc2ccc(C(F)(F)F)cn2)n1)C1CCCCC1 (centres undefined)	/	6	-0.4	-1.2	-2	-6	-1.2	4.4	3	3	-8
C/C(=N\NC(=O)c1ccccc1O)c1cccc(NC(=O)c2ccccc2)c1	2.7	3	1.3*	-0.1	-2	-29	7.0*	9.1	-20	-3	4
CCOC(=O)c1c(-c2ccccc2)oc2ccc(OCC)cc12	1.2	-2	-1.7	0.3	-1	-98	-0.4	3.6	-81	-16	0

Full records as entered above.
`COc1ccc(NC(=O)N2CCC(Cc3ccccc3)CC2)cc1` reads DAX1 inh-1: 0.3; Rev-erbA mod: 7; ssDAF-12 act: -1.1; DAX1 inh-2: 0.2; MBD2 inh: 2; PLCb3 inh: 3; hcDAF-12 act: -2.1; hgDAF12 agonist: 1.2; PLC-gamma1 inh: -2; ADAM17 inh: 3; SMARCA2 activ: 0
`COCCc1ccc(OC2(C)CCN(Cc3cccc(OC)c3OC)C2)cc1` (centres undefined) reads DAX1 inh-1: /; Rev-erbA mod: -1; ssDAF-12 act: -1.4; DAX1 inh-2: -0.7; MBD2 inh: -1; PLCb3 inh: 3; hcDAF-12 act: -0.4; hgDAF12 agonist: 1.8; PLC-gamma1 inh: 1; ADAM17 inh: -2; SMARCA2 activ: -1

The list goes on.
SMILES	DAX1 inh-1	Rev-erbA mod	ssDAF-12 act	DAX1 inh-2	MBD2 inh	PLCb3 inh	hcDAF-12 act	hgDAF12 agonist	PLC-gamma1 inh	ADAM17 inh	SMARCA2 activ
Cc1cc(C(=O)N[C@H](c2ccccc2)[C@@]2(C)C[C@@H]2[C@@H](C)C(=O)Nc2ccc3ccccc3c2)n(C)n1	0.8	0	-1.5	0.2	-2	6	-2.3	-0.8	4	13*	-2
O=C(CSc1ccc(Cl)cc1)Nc1ccccc1N1CCN(C(=O)c2ccc(Cl)cc2)CC1	-1.3	5	-0.9	-0.1	8	2	-1.3	-3.5	-2	3	-2
CCC(C)C(=O)Nc1ccc([N+](=O)[O-])cc1OC (centres undefined)	2.2	-2	-0.7	0.7	6	2	0.1	1.3	2	2	1
COc1ccc(C(=O)C[n+]2ccc3c(c2)nc(-c2ccc(OC)cc2OC)n3C)cc1	0.6	5	-1.2	-0.7	0	-48	-0.2	1.2	-33	1	-2
Cn1c(SCc2ccccc2)nc(C(F)(F)F)cc1=O	-1.0	9	-1.1	-0.1	-3	0	-0.9	-0.8	1	0	0
COc1ccc(S(=O)(=O)N(C)c2ccc(C(=O)NC3CCCC3)cc2)cc1	0.5	-2	-1.5	-0.4	-1	2	-2.1	-1.9	-1	4	-4
C=CCN1CCN(C(c2ccccc2OC)c2nnnn2C(C)(C)C)CC1 (centres undefined)	-0.5	-3	-1.4	0.3	0	1	0.2	-1.3	-1	-2	1
CC(C)=CCc1c(O)c(CC=C(C)C)c2c(c1O)C(=O)CC(c1ccc(O)cc1)O2 (centres undefined)	0.8	1	-1.5	0.3	-9	0	-0.6	-2.0	0	8	1
Cc1ccc(S(=O)(=O)Nc2c(C)n(C)n(-c3ccccc3)c2=O)cc1C(=O)NCc1ccccc1	-1.1	1	-1.3	-1.2	5	-7	-2.4	-0.7	3	-4	-3
O=C(Cn1cnc2c(NCc3ccccc3)ncnc21)NCCc1cc2ccccc2[nH]1	-0.8	-5	-0.6	-0.7	-7	-1	-0.4	-2.5	3	3	0
CO/N=C/C=C1/N(C)c2ccccc2C1(C)C	2.5	2	-1.4	-0.1	-5	-2	-3.0	-0.1	2	-1	2
c1ccc(CNc2c3c(nc4ncnn24)CCCC3)nc1	1.2	2	-0.9	-0.7	-1	-1	-0.5	-1.9	9	1	0
Cc1cc(NC(=O)CON=C(N)CC(=O)Nc2ccccc2Cl)ccc1Br	-0.6	-4	-1.1	0.3	0	-11	-0.3	-0.5	-3	-10	-3
COc1ccc(/C=C/C(=O)Oc2cc(O)cc(O)c2)cc1	-1.3	-7	-0.6	-0.1	3	-6	-0.8	2.1	4	2	2
COc1ccc(N(CC(=O)Nc2cc(C)on2)S(=O)(=O)c2cc(C)ccc2C)cc1	0.5	2	-1.3	-0.8	-2	-1	-0.5	1.7	5	3	0
CC(C)(C)OC(=O)N(CC1CCNCC1)C(=O)c1[nH]c(C(F)(F)F)nc1-c1ccccc1	/	-3	-1.3	1.4	-2	0	-0.8	4.5	-1	-1	-1
CCOc1ccc2nc(Cl)c(C3CC(c4ccccc4)=NN3C(=O)c3cccs3)cc2c1 (centres undefined)	-0.8	36*	-1.7	-0.4	2	0	-2.6	-0.5	0	-2	1
Fc1ccc(-c2nnc3n2CCCCC3)cc1	/	-5	-1.1	0.2	5	0	-0.3	2.1	2	-2	-2
O=C(C#Cc1ccccc1)c1ccc([N+](=O)[O-])cc1	-1.4	0	-0.5	-0.2	-1	3	-0.2	-0.9	5	-3	2
NC(=O)CNc1n[nH]c(=S)[nH]c1=O	-0.1	3	-1.2	0.0	-2	5	0.8	0.2	1	1	2
CC1(C)CC(=O)C2=C(C1)OC(N)=C(C#N)C2C#Cc1ccccc1 (centres undefined)	1.1	4	-0.8	-0.5	-2	-20	-0.9	-0.5	-18	-3	4
CCNC(=O)C(=O)NCCC1CCCCN1S(=O)(=O)c1cccs1 (centres undefined)	0.0	-7	-0.8	0.9	0	-7	0.3	1.0	4	-3	-2
COc1ccc(CC2(CO)CCN(Cc3ccc(OC(F)(F)F)cc3)CC2)cc1	-0.7	2	-2.4	-2.1	1	-6	-2.4	-0.4	2	-4	-4
O=S(=O)(c1ccc2oc3ccc(S(=O)(=O)N4CCCCC4)cc3c2c1)N1CCCCC1	0.5	2	-1.1	0.4	-3	3	-0.3	0.9	-2	-1	0
Cc1c(Cl)cccc1NC(=S)N1CCCCCC1	0.3	8	-0.6	0.1	-2	-6	0.1	-0.8	-1	-5	2
COc1ccc(-c2c(NC(=O)c3ccco3)n(C)c3ccccc3c2=O)cc1	1.2	2	-0.5	-0.4	-7	-28	0.8	0.2	-19	-11	-2
CCCCn1c(=NC(=O)c2ccc3c(c2)OCO3)c(C#N)cc2c(=O)n3cccc(C)c3nc21	-0.1	2	-1.2	-0.7	1	-71	0.5	-0.7	-60	-145	2
O=C(NCc1cccc(Br)c1)C1CC(c2ccccc2[N+](=O)[O-])=NO1 (centres undefined)	-0.2	2	-0.1	-0.3	1	-3	2.4	1.4	-3	-4	0
COC(=O)N1c2ccccc2C=Cc2ccccc21	-0.8	-7	-1.1	0.2	-5	-2	-2.5	-1.2	0	2	2
C/C(=N\NS(=O)(=O)c1ccc(C)cc1)c1ccc(Br)s1	0.0	1	-0.6	0.5	0	-6	0.1	1.0	-6	0	-3
CCOC(=O)c1cccc(OCC(O)CNCCOc2ccccc2F)c1 (centres undefined)	-0.6	0	-1.1	0.2	7	-7	1.6	1.2	1	-4	-2
Cc1nn(Cc2ccc(Cl)cc2)c(C)c1NC(=O)/C=C/c1cnn(C)c1	-1.3	5	-1.5	0.2	-1	2	-2.3	-2.6	0	2	-2
COc1ccc(Cl)cc1NC(=O)CSc1nc(NS(=O)(=O)c2ccc(C)cc2)cc(=O)[nH]1	0.9	-3	-1.0	-0.3	-2	-9	-0.8	0.8	-1	-2	0
Cc1ccccc1OCC(=O)Nc1cnn(CCCC(=O)O)c1	-0.3	-1	-0.1	0.2	6	-9	3.5	4.4	0	-3	-3
CC(=O)Nc1ccc(NC(=O)C(C)OC(=O)CNC(=O)c2sc3ccccc3c2Cl)cc1 (centres undefined)	-0.6	-1	-2.0	-0.3	3	-13	-3.0	-3.5	-1	0	1
Cc1c(Cc2ccccc2)c(=O)oc2cc(OCC(=O)N[C@@H](Cc3ccccc3)C(=O)O)ccc12	0.8	-2	-1.1	-1.0	-3	-102	-1.7	0.5	-83	-338	5
Cc1ccccc1Cn1c([N+](=O)[O-])cnc1C	0.6	4	-1.0	-0.3	5	3	-0.7	-0.6	0	0	9.9*
O=C(CSc1nnc(Cc2cccs2)n1CCc1ccccc1)N1CCCc2ccccc21	-1.4	0	-1.2	-1.4	-5	-1	2.2	-2.7	2	1	-1
CCCn1c(CCNC(=O)c2ccco2)nc2ccccc21	0.4	0	-0.9	-0.6	-1	-3	-2.6	0.2	0	-4	-3
CC1=C(C(=O)OCc2ccccc2)C(c2ccc(Cl)cc2)NC(=O)N1C (centres undefined)	-1.2	3	-0.8	-0.4	6	-10	-1.5	-1.8	4	-4	-1
